High-throughput results as filed in PubChem BioAssay.
S-ASM inh: inhibitors of human secretory acid sphingomyelinase; Potency, µM (highest dose often 57.5 µM), inactives show at the top dose activity change, negative = inhibition, hits mostly inhibitors; 340,000 tested, 0.006% active; P17405; placental ASM, HMU-PC fluorogenic substrate, 60 min; also: potency is read from the fitted curve at half-maximal effect
Target sequence (P17405 47-631 limits assumed): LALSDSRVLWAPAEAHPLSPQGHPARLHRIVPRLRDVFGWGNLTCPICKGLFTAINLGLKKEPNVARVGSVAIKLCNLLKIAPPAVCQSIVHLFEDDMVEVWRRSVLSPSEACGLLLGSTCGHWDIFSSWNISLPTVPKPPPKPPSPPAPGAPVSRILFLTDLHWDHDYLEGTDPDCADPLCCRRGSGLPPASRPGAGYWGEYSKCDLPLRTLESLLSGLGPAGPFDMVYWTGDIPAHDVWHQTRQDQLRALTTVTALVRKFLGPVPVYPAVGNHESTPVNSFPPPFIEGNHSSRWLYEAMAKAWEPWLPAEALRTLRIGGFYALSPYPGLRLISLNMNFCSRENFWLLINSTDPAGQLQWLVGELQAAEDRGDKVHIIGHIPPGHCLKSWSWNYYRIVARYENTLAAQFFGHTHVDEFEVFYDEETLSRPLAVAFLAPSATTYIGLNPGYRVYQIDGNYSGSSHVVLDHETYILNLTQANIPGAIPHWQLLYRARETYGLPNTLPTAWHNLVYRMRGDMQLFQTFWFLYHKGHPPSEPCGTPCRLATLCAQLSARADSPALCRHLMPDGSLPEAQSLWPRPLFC
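Fluorescence read-out (Ex 386 nm, Em 447 nm) after stopping the reaction at pH 10. Enzyme: ASM from human placenta; substrate HMU-PC0, 9 uM final; 60 min, 37 °C. Compound preincubation 10 min, ambient temperature.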
hERG WT inh: KCNH2 (human, wildtype) channel inhibition | activity change, % at 1.84 µM | 340,000 tested, 0.37% active | U2OS, BacMam KCNH2, thallium flux FluxOr; hits give low values | Q12809;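 active = maximum activity change below -70%; inconclusive = maximum activity change between -70% and -50%; inactive = maximum activity change above -50%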; also: % is scaled to controls: 0 for no effect and ±100 for the full control effect
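U2OS cells transduced with wild-type KCNH2 virus are loaded with FluxOr dye for 45 min, and thallium flux is measured in kinetic reads before and after stimulation buffer. Rate constants are normalized to DMSO controls.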
MBNL1-CUG inh: MBNL1-poly(CUG) RNA binding inhibition. Q9NR56. TR-FRET MBNL1-His/biotin-(CUG)12 binding, 665/545 ratio. Potency, µM (highest dose often 57.5 µM), without a hit: top-dose activity change, negative = inhibition, actives largely listed as inhibitors. 280,000 tested, 0.036% active. AID 2675; active = well fitted inhibition curve with a large enough effect in the signal ratio, with a control signal flat, not every such curve was filed as active; inconclusive = small, poorly fitted or top-dose-only effect, or effect the other way, or a change in a side signal; inactive = no such curve, though single readings can be large or run the other way; the % refers to the signal ratio; also: potency is read from the fitted curve at half-maximal effect; % is scaled to controls: 0 for no effect and ±100 for the full control effect
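Ratiometric TR-FRET (665 over 545 nm, excitation 340 nm) tracks disruption of MBNL1-His/biotin-(CUG)12 complex after 60 min at room temperature, with compounds at 92 nM to 58 uM final.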
TRPV1 agonist: agonists of human vanilloid receptor 1 (TRPV1); 320,000 tested, 0.19% active; activation, % at 8.33 µM; TRPV1-expressing cells, Fluo-8 calcium influx, agonist mode; AID 540275; in the data active = activation above about 80%; inconclusive = between about 30% and that limit; also: 0% is about no effect
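TRPV1-expressing cells were cultured overnight at 35.5C and loaded with Fluo-8 calcium dye for 40 to 90 min at room temperature. After a 10 s baseline, compound was added and calcium influx was read kinetically for 3 min (ex 480/em 520 nm).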
KCNH2 3.1 block: blocks the human KCNH2 3.1 channel isoform; 340,000 tested, 0.95% active; U2OS KCNH2 3.1, thallium flux FluxOr; hits give low values; AID 720553; activity change, % (tested at about 1.8 µM);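 active = maximum activity change below -70%; inconclusive = maximum activity change from -70% to -50%; inactive = maximum activity change above -50%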;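 also: thallium influx rate constant from kinetic fluorescence after stimulation buffer; % is scaled to controls: 0 for no effect and ±100 for the full control effect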
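Thallium flux via FluxOr fluorescence (Red40 quencher, 45 min loading) in U2OS cells virally expressing the KCNH2 3.1 isoform (1.77 x 10^8 /mL virus, overnight at 37 C). Rate constants from 2-min kinetic reads post-stimulation, normalised to positive and negative controls.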
CXXC DNA block: blocks binding of human MLL CXXC domain to DNA | Q03164 | MLL-CXXC / FITC-HOXA9 DNA fluorescence polarization | Potency, µM (top dose mostly 115 µM), inactives show at the highest dose activity change, negative = inhibition, most hits filed as inhibitors | 290,000 tested, 0.037% active | AID 2662; active = well fitted inhibition curve with a large enough effect in the polarisation, with a control signal flat, not every such curve was filed as active; inconclusive = small, poorly fitted or top-dose-only effect, or effect the other way, or a change in a side signal; inactive = no such curve, though single readings can be large or run the other way; the % refers to the polarisation; also: potency is read from the fitted curve at half-maximal effect
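Steps: dispense CXXC domain solution (7 uM) → pin compounds or unlabeled HOX-A9 DNA control → 5 min ambient → add FLSN-HOX-A9 solution (50 nM) → spin → 30 min ambient → fluorescence polarization. Tris pH 7.5/NaCl/DTT/BSA buffer.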
Integrin act MD: activators of alpha7 integrin expression for muscular dystrophy; alpha7betagal myoblasts, beta-gal FDG fluorescence, 48 h; Potency, µM (doses to about 38.3 µM), for inactives: top-dose activation, usual class: activators; 350,000 tested, 0.064% active; AID 624291;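 also: potency is read from the fitted curve at half-maximal effect; 100% = response of the positive control SU9516; nearly all actives have a fitted effect of over 60% in size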
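alpha7betagal+/- myoblasts (passage 13, 250/well) treated 48 h at 37C with compounds at 1:260 dilution of DMSO stock. Lysed, then beta-galactosidase activity read as FDG fluorescence (ex 480/em 540) after 30 min, with pre-read for autofluorescence.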
AT treatment: potential ataxia-telangiectasia treatments restoring KAP-1 phosphorylation | […] A-T fibroblasts, KAP-1 phosphorylation AlphaLISA; neocarzinostatin DNA damage 30 min before lysis | 320,000 tested, 0.19% active | Potency, µM (titrated, usually from 57.5 µM), without a hit: at the highest dose activation, usual class: activators | AID 485349; also: potency is read from the fitted curve at half-maximal effect; % of control where 0% means no effect; nearly all actives have a fitted effect of over 45% in size
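ATM-like activity read as KAP-1 phosphorylation via AlphaLISA donor/acceptor antibody pairs after lysis and 6 hr at 25C. Cells were ATM-null patient fibroblasts ([…], hTERT), dosed 60 min, then exposed to the DSB inducer NCS for 30 min.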
GALK inhibitor: blocks human galactokinase activity | P51570 | Purified GALK, Kinase-Glo residual ATP luminescence | Potency, µM (highest dose often 57.5 µM), for the others: at the highest dose activity change, negative = inhibition, actives largely listed as inhibitors | 270,000 tested, 0.007% active | AID 1868; also: potency is read from the fitted curve at half-maximal effect; % is scaled to controls: 0 for no effect and ±100 for the full control effect
Target sequence (P51570 whole entry, looked up): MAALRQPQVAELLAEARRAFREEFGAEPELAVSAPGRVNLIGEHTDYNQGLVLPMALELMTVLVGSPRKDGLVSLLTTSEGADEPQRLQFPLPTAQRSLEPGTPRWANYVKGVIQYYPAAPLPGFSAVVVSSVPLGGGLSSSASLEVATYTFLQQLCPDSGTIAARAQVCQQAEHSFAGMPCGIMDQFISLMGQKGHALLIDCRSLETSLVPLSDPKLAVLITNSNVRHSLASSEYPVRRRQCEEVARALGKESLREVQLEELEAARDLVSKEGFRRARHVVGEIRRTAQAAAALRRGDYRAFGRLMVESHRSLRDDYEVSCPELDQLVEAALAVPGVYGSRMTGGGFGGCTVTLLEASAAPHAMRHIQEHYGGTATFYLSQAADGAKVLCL
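GALK at 5 nM final was combined with compound, 35 uM ATP and 100 uM galactose in HEPES pH8.0 with MgCl2 and DTT. The reaction ran one hour at room temperature before luminescent ATP detection.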
Coupling enz: coupling enzyme interference in Giardia aldolase counter-screen | coupling enzyme system counterscreen, AmpLite Red fluorescence | activity change, negative = inhibition, % at 58.2 µM, hits read low | 290,000 tested, 0.67% active | AID 2472; in the data active = activity change below about -30%; also: % is scaled to controls: 0 for no effect and ±100 for the full control effect
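Counterscreen lacking aldolase: glyceraldehyde-3-phosphate coupling-enzyme reagent preincubated 10 min at RT with compound (at 57.5 uM final), then substrate/coupling system with AmpLite Red added; fluorescence read at 525/598 nm after 20 min RT.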
The depositor's hits bear a star; i = inactive; ? = inconclusive; · = not tested or not shown; & = joins results of further samples; [ ] = remark or other dose. Unless noted, calls follow the shape of the dose curve; as a rule, active = well fitted curve in the direction sought with a large enough effect; inconclusive = small, poorly fitted or top-dose-only effect, or another doubt; inactive = no such curve, though single readings can be large; an effect the other way counts as inactive or inconclusive.

SMILES | S-ASM inh | hERG WT inh | MBNL1-CUG inh | TRPV1 agonist | KCNH2 3.1 block | CXXC DNA block | Integrin act MD | AT treatment | GALK inhibitor | Coupling enz
Cc1c(NC(=O)C(C)N2CC(C)OC(C)C2)c(=O)n(-c2ccccc2)n1C (stereo not given) | 2% | 3 | -8% | -2 | 3 | 1% | 3% | 6% | -2% | 0
Nc1[nH]n(-c2ccccc2)c(=O)c1N=Nc1ccc2c(c1)OCCO2 | -3% | -8 | ? | 0 | 1 | -6% | 5% | -4% | 15% | -5
COc1ccccc1C(=O)OCc1cc(=O)n2ccsc2n1 | -1% | -1 | · | · | -5 | · | 0% | 10% | · | ·
COc1ccc(NS(=O)(=O)c2ccc(N/N=C/c3ccc(N4CCOCC4)cc3)c([N+](=O)[O-])c2)cc1 | 48% | -1 | -1% | -1 | -8 | -3% | 13% | 3% | 1% | 3
CCN(CC)c1ccc(NC(=O)C2CC(=O)N(Cc3ccccc3)C2)cc1 (stereo not given) | 2% | -4 | · | 3 | 10 | 9% | -8% | -3% | 11% | -4
Cc1ccc(S(=O)(=O)/N=C(/Nc2cccc(O)c2)c2ccccc2)cc1 | -2% | -1 | 2% | 2 | 0 | -4% | 7% | 3% | -1% | -1
CCN1C(=O)N[C@@H](c2ccc(Br)cc2)C(C(=O)OC)=C1C | 0% | 0 | -31% | -4 | 4 | 4% | -17% | 26% | · | 0&8
COc1ccc(CN(C#N)c2nc(C)cc(C)n2)cc1 | 2% | -5 | 3% | 6 | -30 | 17% | ? | 13% | -6% | 2
COc1cc(NS(=O)(=O)c2cc3c(cc2C)NC(=O)CO3)cc(OC)c1 | -3% | -1 | -4% | -1 | 9 | · | -8% | 4% | · | -1
COCCOC(=O)C1=C(C)NC(=O)NC1c1cccc2ccccc12 (stereo not given) | 5% | 1 | 13% | 0 | 9 | 0% | 5% | 14% | 0% | 1
O=C(c1ccc(F)cc1F)N1CCCc2ccccc21 | 2% | 0 | -1% | 6 | 4 | -6% | -17% | 1% | 0% | 1
NC(CC(=O)O)c1ccc(Br)cc1 (stereo not given) | 5% | -27 | -9% | 3 | -14 | 9% | 3% | 5% | 2% | 4
COc1ccc(C(=O)NCc2nnc(SCC(=O)N3CCCCC3)o2)cc1 | 0% | -3 | · | 1 | -92* | 2% | -4% | 3% | 0% | 1
CCn1cc(C(=O)N(C)c2cc(C)ccc2OC)c2cc(OC)c(OC)cc2c1=O | 0% | · | -8% | 8 | 5 | -10% | 0% | 4% | -1% | 1
O=C(CCc1nc(-c2ccccc2)no1)NC1CCCCC1 | -2% | -13 | 1% | 1 | -5 | -6% | -23% | 3% | 1% | 0
O=C(CCCn1c(=S)[nH]c2ccccc2c1=O)NCCSCc1ccccc1 | -4% | -1 | 28% | 10 | -9 | 9% | -35% | 2% | -1% | 10
CC1(c2ccccc2)NC(=O)N(CC(=O)Nc2nc(-c3ccccn3)cs2)C1=O (stereo not given) | · | -4 | · | 6 | -5 | · | 3% | -2% | · | ·
Cc1ccc(C)c2nc3sc(C(=O)N4CCOCC4)c(N)c3cc12 | -15% | -5 | -1% | 6 | 3 | -4% | -31% | 6% | 7% | 2
O=C(Nc1cccc(NC(=O)c2cccnc2)c1)c1cccnc1 | 3% | 2 | 7% | 3 | -6 | 0% | -17% | -2% | 2% | -1
O=C(CNC(=O)c1ccc(F)cc1)NCc1ccccn1 | 8% | 12 | · | 2 | -13 | · | ? | 3% | · | ·

In the list so far, 2 contain fluorine.
SMILES | S-ASM inh | hERG WT inh | MBNL1-CUG inh | TRPV1 agonist | KCNH2 3.1 block | CXXC DNA block | Integrin act MD | AT treatment | GALK inhibitor | Coupling enz
O=C(c1ccc(F)cc1F)N1CCCc2ccccc21 | 2% | 0 | -1% | 6 | 4 | -6% | -17% | 1% | 0% | 1
O=C(CNC(=O)c1ccc(F)cc1)NCc1ccccn1 | 8% | 12 | · | 2 | -13 | · | ? | 3% | · | ·

Further structures
SMILES | S-ASM inh | hERG WT inh | MBNL1-CUG inh | TRPV1 agonist | KCNH2 3.1 block | CXXC DNA block | Integrin act MD | AT treatment | GALK inhibitor | Coupling enz
Cc1nc2ccc(NC(=O)N(C)c3ccccc3)cc2s1 | 2% | i | -2%[11.5 µM] | 7 | 8 | 11% | 24% | 2% | · | 3
Cc1ccc2nsnc2c1S(=O)(=O)N(Cc1cc2cccc(C)c2[nH]c1=O)CC1CCCO1 (stereo not given) | -1% | -1 | 21% | 2 | -1 | 4% | 0% | -3% | -3% | 2
Cc1ccc(C(=O)N/C(=C\c2ccc(-c3ccccc3[N+](=O)[O-])o2)C(=O)NCCCN2CCOCC2)cc1 | -9% | 13 | ? | 2 | 1 | -7% | -23% | ? | 0% | ·
CCOc1ccc(CCNC(=O)COC(=O)c2ccc(S(=O)(=O)N3CCCC3)cc2)cc1OCC | 1% | 0 | · | -4 | -19 | · | -6% | -1% | · | ·
O=C(Nc1ccccc1N1CCCCC1)c1ccc(F)c(S(=O)(=O)N2CCOCC2)c1 | -2% | 6 | · | ? | -41 | · | -15% | 1% | · | ·
CC1CN(S(=O)(=O)c2ccc(C(=O)Nc3ccc(S(=O)(=O)N4CCOCC4)cc3)cc2)CC(C)O1 (stereo not given) | 1% | -3 | -10% | -2 | · | -11% | 0% | 6% | -3% | ·
Cc1nn(-c2cccc(Cl)c2)nc1C(=O)O | 4% | 25 | 0% | 1 | 21 | -13% | 22% | 3% | -2% | 0
Cn1c(=O)[nH]c(NCCc2ccc(O)cc2)c([N+](=O)[O-])c1=O | 1% | -2 | · | · | -2 | · | 0% | · | · | ·
COc1ccc(N2C(=O)C(F)(F)C2c2ccccc2F)cc1 (stereo not given) | -2% | -12 | 1% | 2 | -29 | 108%[activator] | -17% | 2% | 4% | 2
COC(=O)c1ccc(C(=O)OC)c(NC(=O)CSCC(=O)O)c1 | 9% | -3 | · | 0 | 2 | -4% | -2% | 6% | 2% | 8
COc1cc(CNCCSc2nnnn2C)cc(Br)c1OCc1ccccc1 | 3% | 1 | -8% | 13 | 4 | 2% | -36% | 11% | -2% | -11
Cc1cccc(Nc2nnc(SCC(=O)NCc3cccs3)s2)c1 | -1% | 3 | -8% | 21 | 8 | -18% | 5% | 1% | 4% | 2
CC(C)C1N(S(=O)(=O)c2ccccc2)CCN1S(=O)(=O)c1ccccc1 | -3% | 6 | -6% | 16 | -8 | -6% | 3% | 0% | 1% | 2
Cc1ccc(/C=N\Nc2cn[nH]c(=O)c2Cl)cc1 | -1% | -8 | ? | -3 | -10 | -4% | 19% | 4% | 1% | 3
O=C(O)c1ccccc1Nc1ccnc(Cl)n1 | 17% | 5 | 7% | 2 | -2 | -1% | ? | -3% | 1% | 5
O=C(CNC(=O)c1ccco1)N/N=C/c1cccs1 | 4% | 3 | 27% | 0 | -9 | 4% | 38% | -10% | 9% | -1
COc1ccccc1CNC(=O)CCc1cn(C)c2ccccc12 | -4% | -9 | -8% | 9 | 0 | 4% | 4% | 3% | · | 1
COc1ccccc1Nc1nc(N)nc(CSC(=S)N2CC(C)CC(C)C2)n1 (stereo not given) | -6% | 27 | -14% | -3 | -17 | 6% | -17% | 5% | 1% | -10
COc1ccc(C(=O)N2CCCc3ccccc32)cc1Br | 0% | 10 | 2% | 3 | 7 | 5% | 11% | 2% | 0% | -3
O=C1C(Cl)=C(NCCCO)C(=O)c2ccccc21 | -4% | 0 | ? | 3 | -18 | -5% | -40% | -3% | -1% | -38*
CSc1nc(-c2ccco2)cc(-c2ccccc2)c1C#N | 18% | 0 | -3% | -2 | 1 | 8% | 7% | 8% | -2% | 3
CC(C)COc1ccc(-c2cc(C(=O)NN)[nH]n2)cc1 | -5% | 3 | 2% | 19 | 2 | 4% | 5% | 3% | 0% | -3
Cc1ccc(NC(=O)/C(Cl)=C/c2ccccc2)cc1C | 2% | -7 | · | ? | -28 | -8% | -9% | -6% | 1% | -6
Cn1c(CCNC(=O)c2ccco2)nc2cc(NS(=O)(=O)c3ccc(Cl)cc3)ccc21 | -1% | 1 | -15% | -2 | -27 | 0% | 34%[7.66 µM] | 7% | 3% | 2
Cc1ccc([C@@H]2CC=C(C(=O)O)[C@H](c3cccc(Cl)c3)N2S(=O)(=O)c2ccccc2C)cc1 | 1% | -6 | · | · | 16 | · | 23% | 9% | · | ·
COc1ccc(S(=O)(=O)N(C)C)cc1NC(=O)CN1CCN(C(=O)C2CC2)CC1 | 8% | 19 | · | 1 | 1 | · | 12% | 11% | · | ·
